KDM5B inhibitor – KDM5B demethylase inhibition. KDM5B demethylase, FDH-coupled NADH fluorescence (FDH is formaldehyde dehydrogenase). Potency, µM (titrated, usually from 57.7 µM), without a hit: at the highest dose activity change, negative = inhibition, most hits filed as inhibitors. hit rate 2.6% among 220,000. AID 1347165; active = well fitted inhibition curve with a large enough effect; inconclusive = small, poorly fitted or top-dose-only effect; inactive = no such curve, though single readings can be large or run the other way; also: 0% is about no effect; nearly all actives have a fitted effect of over 70% in size
Target sequence (Q9UGL1 whole entry, looked up): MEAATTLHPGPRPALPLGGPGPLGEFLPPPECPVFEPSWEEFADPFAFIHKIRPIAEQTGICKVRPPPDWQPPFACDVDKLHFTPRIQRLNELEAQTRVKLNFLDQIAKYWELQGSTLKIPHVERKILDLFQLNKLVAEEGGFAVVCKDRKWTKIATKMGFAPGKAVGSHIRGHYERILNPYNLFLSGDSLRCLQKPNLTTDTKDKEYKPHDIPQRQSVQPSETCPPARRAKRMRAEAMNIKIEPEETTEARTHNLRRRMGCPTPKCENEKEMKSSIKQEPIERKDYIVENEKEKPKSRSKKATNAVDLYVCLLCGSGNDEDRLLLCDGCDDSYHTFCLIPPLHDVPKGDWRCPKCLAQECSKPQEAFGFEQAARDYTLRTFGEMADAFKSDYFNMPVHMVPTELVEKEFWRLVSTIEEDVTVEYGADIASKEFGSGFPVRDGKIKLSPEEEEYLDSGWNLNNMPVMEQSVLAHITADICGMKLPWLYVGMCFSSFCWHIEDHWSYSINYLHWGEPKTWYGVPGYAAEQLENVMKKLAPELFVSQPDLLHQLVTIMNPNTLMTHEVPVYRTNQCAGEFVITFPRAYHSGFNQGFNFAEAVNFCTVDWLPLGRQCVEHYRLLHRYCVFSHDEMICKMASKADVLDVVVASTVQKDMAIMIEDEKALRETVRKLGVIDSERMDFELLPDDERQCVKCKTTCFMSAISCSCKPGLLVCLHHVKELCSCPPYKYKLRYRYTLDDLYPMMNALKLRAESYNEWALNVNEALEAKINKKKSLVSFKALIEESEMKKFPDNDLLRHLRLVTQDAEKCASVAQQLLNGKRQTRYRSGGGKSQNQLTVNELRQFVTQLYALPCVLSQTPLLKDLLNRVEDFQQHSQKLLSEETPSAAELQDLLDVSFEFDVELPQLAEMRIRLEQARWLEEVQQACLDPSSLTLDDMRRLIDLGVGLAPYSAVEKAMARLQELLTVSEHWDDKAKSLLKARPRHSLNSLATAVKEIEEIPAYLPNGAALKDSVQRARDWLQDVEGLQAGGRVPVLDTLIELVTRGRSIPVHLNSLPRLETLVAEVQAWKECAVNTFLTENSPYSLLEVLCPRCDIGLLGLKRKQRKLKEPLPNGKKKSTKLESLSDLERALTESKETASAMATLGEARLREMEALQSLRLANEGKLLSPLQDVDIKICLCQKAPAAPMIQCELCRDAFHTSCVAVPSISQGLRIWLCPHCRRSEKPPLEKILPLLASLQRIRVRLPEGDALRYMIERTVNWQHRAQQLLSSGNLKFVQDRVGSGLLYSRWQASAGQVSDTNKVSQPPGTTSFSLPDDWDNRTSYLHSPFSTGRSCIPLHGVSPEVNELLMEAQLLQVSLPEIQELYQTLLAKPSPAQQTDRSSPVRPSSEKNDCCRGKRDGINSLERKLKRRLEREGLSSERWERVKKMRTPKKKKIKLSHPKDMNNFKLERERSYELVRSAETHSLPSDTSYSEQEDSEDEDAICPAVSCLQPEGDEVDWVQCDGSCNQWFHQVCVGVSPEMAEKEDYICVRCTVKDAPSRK
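Here, H3K4me3 peptide (12.5 µM in substrate mix) is demethylated by KDM5BΔAP, 200 nM final, after 10 min compound exposure. Formaldehyde product is coupled through FDH (0.25 U/mL in mix) to NADH fluorescence; 30-min ΔRFU feeds dose-response curves.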
Starred values were filed as active, the others as inactive; ? = inconclusive; & = joins results of further samples; [ ] = remark or other dose. Potency is read from the fitted curve at half-maximal effect. The list is partial; count on the stated rates, not on these rows.

SMILES	KDM5B inhibitor
CCCOc1cccc(C2c3c(oc4ccc(F)cc4c3=O)C(=O)N2Cc2ccc3c(c2)OCO3)c1 (stereo not given)	7.0%
O=c1oc2ccc(Cl)cc2nc1/C=C(\O)c1ccco1	?
CCNC(=O)NC(=O)CN(Cc1ccc(C)cc1)C1CC1	10.6%
CCn1c(=O)c(-c2noc(C(=O)N3CCCCC3)n2)nn(-c2ccc(C)cc2)c1=O	14.9%
CCS(=O)(=O)N1CCC2(CC1)CN(C(C)=O)CC2COC (stereo not given)	-19.8%
CCOc1ccc(C(=O)c2cn(Cc3ccc(F)cc3)c3ccc(F)cc3c2=O)cc1	-20.9%
CCOC(=O)c1c(S(=O)(=O)NCC(=O)NCc2ccccc2)c(C)n(C)c1C	-5.0%
COCC1CN(S(=O)(=O)c2cccs2)CC12CCNCC2 (stereo not given)	-3.7%
O=C(NC1CCCC1)c1cc2c(Cl)nc3ccccc3c2s1	7.2%
CCCCNC(=O)C1CCC(Cn2c(=O)c3sccc3n(CC(=O)N3CCCC3)c2=O)CC1 (stereo not given)	9.5%
CCc1cc2c(CN3CCN(CC)CC3)cc(=O)oc2cc1O	?
N#CCn1nc2n(c1=O)CCN(C(=O)Cc1c[nH]c3ccccc13)CC2	?
COc1ccc(-c2nnc(SCC(=O)Oc3c(C)cccc3C)o2)cc1OC	-20.6%
COCCOC1CCN(C(=O)c2cc(F)ccc2F)CC1	-15.4%
O=C(Cn1nc(-c2ccc(Cl)cc2)c2ccccc2c1=O)Nc1ccc2ccccc2c1	6.9%
COc1ccc(NC(=O)C2(C)CCc3cnc(N4CCOCC4)nc32)cc1 (stereo not given)	39.8µM*
CCCCNc1nc(Oc2ccc(OCCC)nn2)nc(N(C)C)n1	-6.3%
COc1ccc(Nc2nc3ccccc3nc2NS(=O)(=O)c2cccs2)cc1Cl	24.9%
O=C1NCCCCCCN(Cc2ccncc2)[C@@H]2CN(S(=O)(=O)c3cccnc3)CC[C@H]12	?
CCC(OC)C(=O)N1CCN(c2nc(-c3ccccc3)nc3c2CCC3)CC1 (stereo not given)	?
CCN(CC)S(=O)(=O)c1ccc(C)c(NC(=O)CNCc2ccccc2OC)c1	?
CCSc1ncc(Cl)c(C(=O)Nc2nnc(C)s2)n1	-5.2%
O=C(OCc1ccccc1[N+](=O)[O-])c1cnc2ccccc2c1C(F)(F)F	8.7%
Cc1cc(C(=O)N/N=C/c2ccc([N+](=O)[O-])s2)n[nH]1	-4.2%
O=C(NCCN1CCc2ccccc2C1)c1ccc(Cl)cc1	-20.2%
O=C(Nc1ccc2c(N3CCCC3)ncnc2c1)c1cc(F)ccc1F	8.7%
Cc1cccc(N(C)S(=O)(=O)c2nnc(NC(=O)C(C)Oc3ccccc3)s2)c1 (stereo not given)	-29.8%
COc1ccccc1NS(=O)(=O)c1cc2c(cc1Cl)NC(=O)CO2	-7.3%
COc1cccc(Cn2c(C)c(CNCc3cccc(C)c3)c(C(=O)O)c2C)c1	-16.2%
Cc1ccccc1NC(=O)CCC1CCCC1	-8.7%

Ordered by number of heavy atoms (high to low): some entries from above
SMILES	KDM5B inhibitor
N#CCn1nc2n(c1=O)CCN(C(=O)Cc1c[nH]c3ccccc13)CC2	?
COc1ccccc1NS(=O)(=O)c1cc2c(cc1Cl)NC(=O)CO2	-7.3%
COCC1CN(S(=O)(=O)c2cccs2)CC12CCNCC2 (stereo not given)	-3.7%

(listing goes on)
SMILES	KDM5B inhibitor
CCc1ccccc1NS(=O)(=O)c1ccc2c(c1)CCN2C(=O)C1CC1	22.1%
Cc1ccc(CNC(=O)CC2Oc3ccccc3NC2=O)cc1 (stereo not given)	3.5%
COc1ccc(Cc2nc3ccc(C(=O)NCc4ccccc4C)cc3o2)cc1	?
Cc1ccc2oc(C(=O)NCc3ccc4c(c3)OCO4)cc(=O)c2c1	-9.6%
COc1ccccc1C(=O)N1C2CCCC1CC(=O)C2	9.6%[86.2 µM]
COc1ccc(OC)c(C2CCCN2Cc2nc(-c3ccccc3C)no2)c1 (stereo not given)	22.2%
Cc1ccc(NC(=O)N2CCC(N3CCN(Cc4ccccc4)C(=O)C3=O)CC2)cc1Cl	-13.9%
COC(=O)c1cc(NC(=O)c2nc3ccccc3nc2N2CCCCC2)cc(C(=O)OC)c1	-0.8%
CCOC(=O)c1ccc(N2C(=O)c3n[nH]c(-c4ccco4)c3C2c2cccnc2)cc1 (stereo not given)	6.2%
CCCC1CCCN(C(=O)Cc2nn(C)c(=O)c3ccccc23)CC1 (stereo not given)	7.3%
C[C@@H](NC(=O)NC(C)(C)C)c1onc(-c2ccc(F)cc2)c1C(=O)O	-18.3%[86.2 µM]
CCn1c(COc2ccc(C)nc2)nnc1C1CC(N)C1 (stereo not given)	59.8%[activator]
Cc1ccc(NC(=O)CCc2c(C)nn(-c3ccc(N4CCOCC4)nn3)c2C)cc1F	?
NCc1ccc(-c2cncnc2)cc1	-10.0%[230 µM]
CCOc1ccc(Oc2ccccc2NC(=O)c2ccoc2)cc1	8.3%
CC(=O)Nc1ccc(SC(C)C(=O)c2ccc3c(c2)CCC3)cc1 (stereo not given)	-10.5%
COc1cccc(OCc2nc3ccccc3n2C)c1	-22.8%
c1ccc(CCN2CCNc3cc(Nc4ccc(N5CCOCC5)cc4)ncc3C2)cc1	-18.6%[86.2 µM]
CCCS(=O)(=O)NCc1ccc(C(=O)O)cc1	-3.5%
CC1CCc2c(sc(NC(=O)c3ccccc3OC(F)F)c2C(N)=O)C1 (stereo not given)	-24.3%
COc1ccc(CC(C#N)C(=O)Nc2cccc(C)c2C)cc1 (stereo not given)	4.5%
CSc1ccccc1NC(=O)C(C)N(C)CC(=O)Nc1ccc(F)cc1 (stereo not given)	13.8%
CNC(=O)[C@@H]1CN(Cc2ccc3cc[nH]c3c2)C[C@H]1c1nc(C)no1	-19.5%
CCOc1ccc(CCNC(=O)c2ccc(CSCc3ccccc3C)o2)cc1OCC	?
COc1ccc(C(=O)Nc2ccc3nc(N4CCCC4)sc3c2)cc1OC	-7.4%
NC(=O)c1ccc(NC(=O)c2nccnc2N)cc1	-15.0%
CCCC(C)NC(=O)C(NC(=O)c1ccc(C(C)(C)C)cc1)C(C)C (stereo not given)	-12.2%
COc1ccc(N(Cc2nnc(-c3ccc(Cl)cc3)o2)S(=O)(=O)c2ccc(C(C)=O)cc2)cc1	-2.9%
Cc1oc(-c2cccc(Cl)c2)nc1CSc1nc2ncccc2[nH]1	0.9%&-21.8%
COc1ccccc1CNC(=O)Cc1c[nH]c2ccccc12	-9.7%

Exported in CSV form: 2 of the compounds above
Molecule,KDM5B inhibitor
CC1CCc2c(sc(NC(=O)c3ccccc3OC(F)F)c2C(N)=O)C1 (stereo not given),-24.3%
COc1ccc(CC(C#N)C(=O)Nc2cccc(C)c2C)cc1 (stereo not given),4.5%

(cont.)
SMILES	KDM5B inhibitor
CCOc1ccc(NC(=O)c2nnn3cc(C)[nH]c(=O)c23)cc1	25.4%
CC(=O)Oc1ccccc1-n1c(C)nc(=O)c(-c2ccccc2)c1C	23.3%
COc1ccc(CC(=O)NC(c2cccs2)C(C)C)cc1 (stereo not given)	-8.6%
Cc1cc(=O)c2cc(C(=O)Nc3ccccc3C)ccc2[nH]1	-10.4%
COc1ccccc1/C=C/C(=O)Nc1nc(N)n(-c2ccccc2)n1	5.3%
Cc1oc(C(O)c2cccc(O)c2)nc1C(=O)Nc1ccc2c(c1)CNC2=O (stereo not given)	?
CNc1c(NC(=O)c2cccc(OC)c2)c(=O)oc2ccccc12	11.4%
CNC(=O)c1nn(CC(=O)NC(C)c2ccccc2)c(=O)c2ccccc12 (stereo not given)	10.6%
CC(C)C(=O)N1CCN(C(=O)C2CC(=O)N(c3cccc(C(F)(F)F)c3)C2)CC1 (stereo not given)	19.3%
CCCSc1nnc(NC(=O)Nc2ccccc2OC)s1	14.9%
CCCCOc1cccc(NC(=O)c2cccc(C(=O)Nc3cccc(OCCCC)c3)c2)c1	18.1%
Cc1ccc(C)c(N2CCN(C(=O)Cn3nc(Cc4cccnc4)c4ccccc4c3=O)CC2)c1	-26.4%
COc1ccc(-c2noc(C(=O)O)c2[C@@H](C)NC(=O)c2cccnc2)cc1	-28.2%[86.2 µM]
COc1ccccc1/C=C1\N=C(SC)SC1=O	8.2%
CCCCn1c(=O)[nH]c(=O)c2c1nc(-c1ccncc1)n2CC(C)C	?
CC(C)(C)c1ccc(NC(=O)c2ccc(C(F)(F)F)nc2)cc1	-8.1%
O=C(NCCc1c[nH]c2ccccc12)c1ccc(F)c(F)c1	-0.2%
CCn1nc(C(=O)Nc2ccncc2)c2ccccc2c1=O	12.0%
CCOc1ccccc1NC(=O)N1CCC(C(=O)N2CCCCCCNC(=O)CC2)CC1	2.5%
O=S(=O)(c1ccccc1)c1nnn2c1nc(N1CCOCC1)c1ccccc12	8.8%[115 µM]
NCc1ccc(-c2cccnc2)cc1	-22.0%[149 µM]
O=C(COC(=O)c1cc(=O)c2ccccc2o1)NCC1CCCCC1	-10.5%
CCOC(=O)C1=C(C)N=C2SC=C(CC(=O)N3CCCC3)N2C1c1cc(OC)cc(OC)c1 (stereo not given)	-7.4%
CC(=O)N1CCc2c(sc3c2c(=O)n(-c2ccccc2C)c(=O)n3CC(=O)Nc2ccccc2)C1	?
CO[C@H]1C(=O)N(C(C)C)[C@H]1C1CCN(Cc2ccc(C)s2)CC1	?
CCOCc1nc(C2CCCN(C(=O)c3ccncc3)C2)no1 (stereo not given)	-7.8%
CCN(CC(O)COCCC12CC3CC(CC(C3)C1)C2)C1CCCCC1 (stereo not given)	27.8%
CS(=O)Cc1cccc(C(=O)NCC(C)(C)c2ccccc2)c1 (stereo not given)	8.4%
COCc1ccc2c(c1)c(OC(C)(C)C(=O)NCC(C)C)nn2Cc1cccnc1	5.4%[86.2 µM]
COc1cccc(C2CC(=O)Nc3c2c(=O)[nH]c2ncnn32)c1 (stereo not given)	9.0%

Entries from the list above that contain a furan ring, fused or not (four):
SMILES	KDM5B inhibitor
O=c1oc2ccc(Cl)cc2nc1/C=C(\O)c1ccco1	?
CCOC(=O)c1ccc(N2C(=O)c3n[nH]c(-c4ccco4)c3C2c2cccnc2)cc1 (stereo not given)	6.2%
CCOc1ccc(Oc2ccccc2NC(=O)c2ccoc2)cc1	8.3%
CCOc1ccc(CCNC(=O)c2ccc(CSCc3ccccc3C)o2)cc1OCC	?

Going on with the list:
SMILES	KDM5B inhibitor
Cc1ccc2c(CN3CCN(c4ccccc4)CC3)cc(=O)oc2c1	11.8%
Cc1ccc(Cl)cc1-n1ncc2c(NCc3ccc(F)cc3)ncnc21	-28.3%
COC1CN(c2ccc(C)cc2)C12CCN(C(=O)Cc1ccccc1)CC2 (stereo not given)	?
CCc1cc(C(c2ccccc2OC)N2CCN(C)CC2)c(NC(=O)c2ccco2)s1 (stereo not given)	-26.0%
COc1ccccc1CNC(=O)[C@@H]1CNC[C@H]1COc1cccnc1	-19.0%
C[S+](=O)([O-])CCn1ncc2cc(OCc3cccc(-c4cncnc4)c3)ccc21	-15.6%[86.2 µM]
CCOC(=O)C1C(c2cc(OC)c(OC)c(OC)c2)NC(=O)NC1(O)C(F)(F)F (stereo not given)	13.2%
Cn1cnc(C(=O)O)c1	-44.5%
O=C(O)C(Sc1ccc(F)c(Cl)c1)c1ccccc1 (stereo not given)	-6.1%
Cc1ccc(Cl)cc1NC(=O)Cn1c(N2CCCCC2)nc(C)c(C)c1=O	-5.5%
Cn1nc(C(=O)OCC(=O)N(Cc2ccccc2)C(C)(C)C)c2ccccc2c1=O	-7.1%
Cc1cccc(N2CCN(S(=O)(=O)c3ccc(-c4coc(C)n4)cc3)CC2C)c1 (stereo not given)	?
NC(=O)c1ccc(C(=O)NN=C(c2ccccc2)c2ccccc2)s1	-0.7%
CCCCNc1nc(-c2ccccc2F)nc2ccccc12	-15.7%
CC(OC(=O)c1ccc(C#N)cc1)C(=O)C12CC3CC(CC(C3)C1)C2 (stereo not given)	22.1%
CN1CCCN(C[C@@H]2CN(C(=O)CCn3cccn3)C[C@@H]2CO)CC1	-33.6%
CCOCc1nc(C2CCCN(C(=O)c3ccnn3C)C2)no1 (stereo not given)	-13.8%
CCc1cccc(NC(=O)c2nnn(Cc3ccc(SC)cc3)c2N)c1	-25.6%
Cc1ccc(CSCC(=O)NCc2ccc3c(c2)OCO3)cc1	28.6%
Fc1ccccc1N1CCN(c2nc3ccccc3c3nc(-c4ccccc4)nn23)CC1	?
CN(C)CCCC(=O)N1Cc2ccccc2CC2(CCN(CC3CCOCC3)CC2)C1	0.9%[115 µM]
CCN1C(=O)CCN(C(=O)NCCc2ccccc2)CC12CCOCC2	5.3%
COc1ccc(NCc2cc3cc4c(cc3n(CC(=O)Nc3ccccc3)c2=O)OCO4)cc1	?
CC(C)C(=O)NNC(=O)c1ccc2c(c1)NC(=O)CS2	15.2%
O=C(NCc1cccnc1)[C@@H]1C[C@@H](O)CN1C1CCN(C(=O)c2ccccc2)CC1	30.5%
CCCCNC(=S)N(C)N	-24.7%
Cc1ccc2oc(-c3cccc(NC(=O)c4cccc5c(Br)cccc45)c3)nc2c1	-22.1%
COc1cc(CN=Cc2c(O)n(Cc3ccccc3)c(=S)[nH]c2=O)cc(OC)c1	13.2%
CC(C)Nc1nc(C(=O)Nc2nccs2)cs1	?
Cc1ccc(C)c(C(=O)NCc2nnc3cc(-c4nc(C(C)C)no4)ccn23)c1	14.1µM*
Cc1cc(C)nc(N/N=C/c2cn[nH]c2-c2ccccc2)n1	-28.1%
